From PubChem
ABCB6 inh MLPCN – blocks the human ABCB6 transporter. Q9NP58. K562-ABCB6 porphyrin accumulation, flow cytometry, 1 h; stronger effect = lower value. fluorescence ratio to DMSO, % at 10 µM. 360,000 tested, 0.19% active. AID 602162;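 active means fluorescence ratio to DMSO below 75%, the collection mean minus 3 SD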;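 further: signal is porphyrin accumulated inside mitochondria; 100% equals median channel fluorescence of DMSO control wells; lower ratio means ABCB6 inhibition with less porphyrin fluorescence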
Target sequence (Q9NP58 whole entry, looked up): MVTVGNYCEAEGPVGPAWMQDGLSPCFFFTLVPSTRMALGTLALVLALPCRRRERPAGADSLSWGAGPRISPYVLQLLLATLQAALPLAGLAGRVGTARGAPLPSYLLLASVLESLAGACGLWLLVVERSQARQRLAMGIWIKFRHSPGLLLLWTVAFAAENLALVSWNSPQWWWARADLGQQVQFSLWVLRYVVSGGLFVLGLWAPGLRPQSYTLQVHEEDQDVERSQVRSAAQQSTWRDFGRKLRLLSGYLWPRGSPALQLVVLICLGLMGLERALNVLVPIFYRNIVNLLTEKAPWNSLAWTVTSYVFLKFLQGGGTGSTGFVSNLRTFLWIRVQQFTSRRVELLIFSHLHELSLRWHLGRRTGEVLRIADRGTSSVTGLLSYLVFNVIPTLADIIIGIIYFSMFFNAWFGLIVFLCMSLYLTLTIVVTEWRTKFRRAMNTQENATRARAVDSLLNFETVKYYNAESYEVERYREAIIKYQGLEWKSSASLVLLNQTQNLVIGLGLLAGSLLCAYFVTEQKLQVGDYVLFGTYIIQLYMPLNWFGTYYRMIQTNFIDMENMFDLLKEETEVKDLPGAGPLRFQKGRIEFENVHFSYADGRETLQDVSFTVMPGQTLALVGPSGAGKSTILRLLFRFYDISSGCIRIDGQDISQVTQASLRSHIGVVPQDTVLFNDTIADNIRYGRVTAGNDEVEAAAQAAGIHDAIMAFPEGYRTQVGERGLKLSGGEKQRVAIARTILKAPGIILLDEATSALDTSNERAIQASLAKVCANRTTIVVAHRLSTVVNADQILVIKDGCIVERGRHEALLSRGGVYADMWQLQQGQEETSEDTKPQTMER
MC4R ag barr – agonists of human melanocortin 4 receptor (MC4R) beta-arrestin; P32245; U2OS MC4R beta-arrestin complementation, luminescence; percent of melanotan II response, DMSO zero; activation, % at 8.9 µM; 360,000 tested, 0.98% active;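 active means activation above a per-plate cutoff, the mean activation of sample wells on that plate plus 3 SD, cut at about 8% in these data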
aDG glyco up – increases alpha dystroglycan glycosylation; Pro5-aDG cells, alpha-DG glycosylation AlphaScreen (IIH6); 0% Pro5, 100% B10-LARGE cell signal; activation, % at 10 µM; 360,000 tested, 0.22% active; AID 624168;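 active means activation of at least 8% versus controls, or a plate z-score of at least 8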;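 further: Pro5 are CHO cells carrying HIG-tagged alpha-DG that lacks glycosylation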
ABHD5 PLIN5 PPI – inhibitors of human ABHD5-perilipin-5 interaction. Split G. princeps luciferase complementation, luminescence, 4 h. 360,000 tested, 0.78% active. inhibition, % at 4 µM. AID 602281;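 active means inhibition above the mean inhibition across every tested compound plus 3 SD, cut at about 22% in these data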;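 further: 0% = DMSO only wells and the 100% control is not disclosed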
Vif imaging – inhibitors of HIV Vif; HEK293T cells, Vif self-association by quenched fluorescence, imaging, 24 h; inhibition, % at 7.49 µM; 340,000 tested, 0.35% active; AID 602346; in the data active means inhibition above about 50%, passing the limit was not always enough; further: some results filed as inactive read as strong as hits
MC4R antag cAMP – blocks human MC4R cAMP signaling; P32245; MC4R-expressing cells, MTII-stimulated cAMP, LANCE TR-FRET; inhibition, % at 6.5 µM; 360,000 tested, 0.48% active; AID 540295;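 active means inhibition above its plate's cutoff, the mean of tested wells on that plate plus 3 SD, cut at about 29% in these data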;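 further: 0% = Melanotan II alone and 100% = Melanotan II plus saturating MCL0020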
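Assay system: U2OS-MC4R stable cell line; Also added: Melanotan II; Technique: Eu-cAMP/anti-cAMP TR-FRET, emission 671 nm; Times: 30-min compound, 1-h challenge, 1-h detection, room temperature.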
TLR9-MyD88 block – inhibitors of human TLR9-MyD88 binding; CHO BLA complementation TLR9-MyD88, CCF4 FRET ratio; inhibition, % at 4.98 µM; 340,000 tested, 0.21% active;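 active means inhibition above the mean over all tested compounds plus 3 SD, cut at about 21% in these data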;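 further: 0% = DMSO only wells and 100% = clavulanate BLA inhibitor control wells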
NOD2 RIPK2 PPI – NOD2-RIPK2 protein interaction inhibition | CHO BLA complementation NOD2-RIPK2, CCF4 ratio | AID 624267 | O43353 | inhibition, % at 4.98 µM | 360,000 tested, 0.38% active; in the data active means inhibition above about 21%;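 further: 0% = vehicle only and 100% = reference blocker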
Granule exo inh – lytic granule exocytosis inhibition. inhibition, % at 10 µM. TALL-104 LAMP-1 surface exposure, flow cytometry; cells stimulated with thapsigargin and PMA. 360,000 tested, 0.66% active;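 active means inhibition above about 55%, limit read from the data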
Glyco luc inh – N-linked glycosylation inhibition. D54 ERlucT glycosylation luciferase reporter, 24 h; percent of 100 nM tunicamycin response. reporter increase, % at 12.5 µM. 360,000 tested, 0.23% active. AID 588692;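 active means mean luciferase reporter signal, scaled so untreated is 0 and the glycosylation-blocking control 100, at or above a set limit in every replicate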;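 further: luciferase carries N-glycosylation sites so blocking glycosylation raises the light; 0% = median of neutral control wells and 100% = median of 100 nM tunicamycin wells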
The depositor's hits bear a star; . = not tested or not shown. These rows are one share of the data; rates above refer to the full screens.

#	structure	ABHD5 PLIN5 PPI	aDG glyco up	MC4R antag cAMP	TLR9-MyD88 block	Vif imaging	Glyco luc inh	Granule exo inh	NOD2 RIPK2 PPI	MC4R ag barr	ABCB6 inh MLPCN
1	COc1ccc(CNC(=O)CCSc2ccc(F)cc2)cc1OC	1	-0.1	5	9	-1	4	0	-5	-0.7	100
2	O=C(O)C1CC=CCC1C(=O)NC12CC3CC(CC(C3)C1)C2 (stereo unspecified)	0	0.0	-5	-2	-2	1	-1	-5	-0.6	100
3	Cc1ccc(-c2nc(N/N=C/c3ccccc3[N+](=O)[O-])c3ccccc3n2)cc1	4	-0.7	2	-8	-2	-9	-1	8	5.4	74*
4	O=C(Nc1ccc(Cl)cc1F)C1CCN(S(=O)(=O)c2cccnc2)CC1	2	0.1	4	-8	-3	-1	1	0	-1.1	91
5	CC(=O)c1sc(NC(=O)CS(=O)(=O)c2ccc(F)cc2)nc1C	6	-0.3	2	-5	-1	2	-4	-3	-3.2	103
6	COc1cc(C(=S)N2CCCC2)cc(Cl)c1O	-6	-0.2	5	0	3	1	1	1	-1.2	98
7	Cc1ccc(S(=O)(=O)N2CCN(S(C)(=O)=O)C2C)cc1 (stereo unspecified)	4	0.1	15	0	4	1	2	-9	1.4	99
8	O=C1/C(=C/c2ccc3c(c2)OCO3)Oc2cc(OCC(=O)N3CCC[C@H]3C(=O)O)ccc21	-4	-0.1	-19	-12	-5	0	3	-3	-0.9	101
9	CNCC[C@@H](Oc1ccccc1C)c1ccccc1	-6	-0.1	3	-12	-7	0	-2	-8	1.4	97
10	O=C(CNCc1cccc(Cl)c1)N1CCc2ccccc2C1	2	0.3	6	-4	-9	0	-5	-18	-2.0	112
11	CCC(C)N1C(=O)CCC1C(=O)NCc1ccc2c(c1)OCO2 (stereo unspecified)	-8	1.5	-3	1	-3	1	9	-9	-1.3	107
12	CC(=O)COC(=O)c1ccc2noc(-c3ccccc3)c2c1	6	0.3	0	-1	2	2	3	-6	-2.3	98
13	Cc1c(C)c(C)c2[nH]c(=S)[nH]c2c1C	-1	0.0	-2	.	8	0	-4	-11	0.9	105
14	O=C(O)/C(=C\c1ccccc1)c1ccc2ccccc2c1	-4	-0.1	13	.	13	1	-1	0	-1.1	97
15	COc1ccc(OC)c(-c2nn(-c3ccccc3)cc2C(=O)NC2(C)CCS(=O)(=O)C2)c1 (stereo unspecified)	2	-0.1	3	5	-8	0	7	-5	-1.9	97
16	O=S(=O)(c1ccc(Cl)cc1)N1CCN(Cc2ccncc2)CC1	-6	0.3	-3	-3	17	-5	6	-9	0.4	94
17	COc1ccccc1CC(=O)Nc1ccc(-c2nnc(-c3ccco3)o2)cc1	-1	-0.1	4	5	-8	-3	0	6	0.0	88
18	Cc1ccccc1Nc1nnc(SCC(=O)c2ccc(O)cc2O)s1	0	-0.2	-4	-11	-38	1	9	-6	-0.6	99
19	O=C(NCCCN1CCOCC1)c1ccc(Br)s1	5	-0.1	6	-3	-13	0	0	-1	-2.3	99
20	COc1ccccc1C(CNC(=O)c1cccc(NS(=O)(=O)c2ccc(C)c(F)c2)c1)N(C)C (stereo unspecified)	-7	0.1	13	-9	-3	-5	11	-4	-3.9	103
21	COc1ccc(CNC(=O)C2CCN(S(=O)(=O)N3CCCC3)CC2)cc1	3	0.2	-2	2	8	1	0	-9	-1.9	92
22	Cc1nn(-c2ccccc2)c2sc(C(=O)OC3CCOC3=O)cc12 (stereo unspecified)	-1	-0.2	6	-5	2	1	0	-4	0.9	120
23	CCN1CCN(C(=S)NC(=O)c2cccs2)CC1	-2	0.1	6	-8	5	-4	9	-13	-1.5	99
24	Cc1ccccc1N1OC2C(=O)N(c3ccc(F)cc3)C(=O)C2C1c1ccccn1 (stereo unspecified)	0	-0.1	22	-1	3	0	-4	-5	0.5	103
25	CCC(CC)C(=O)N(C)c1c(C)nc2c(OCc3ccc(Cl)cc3Cl)cccn12	5	0.0	18	.	-11	5	-1	-2	-0.3	91
26	COc1cccc(NC(=O)CN(C)C(=O)c2cc(-c3ccccc3)nc3ccc(C)cc23)c1	4	-0.6	19	8	-9	-1	-13	3	-0.9	98
27	COc1cccc(/C=N/n2cnnc2)c1OCc1ccccc1	4	0.0	1	5	7	-1	-4	-4	2.0	106
28	CCN1CCN(C(=O)c2ccc(CS(=O)(=O)Cc3ccccc3Cl)o2)CC1	-1	0.0	7	-8	-4	1	-6	-5	0.8	101
29	COC(=O)c1ccccc1S(=O)(=O)N1CCC(NC(=O)c2ccccc2)CC1	-5	0.0	2	-5	-14	0	5	-14	-2.3	95
30	O=C(Cc1ccccc1Cl)Nc1nc2ccccc2[nH]1	1	-0.1	10	-3	3	-1	-6	-3	-1.5	103
31	Cc1cc(NC(=O)CN2C(=O)NC3(CCCCC3)C2=O)ccc1N1CCCC1	-9	0.0	2	-13	-5	2	9	-6	-4.2	103
32	O=C(O)c1ccccc1/C=N/n1c(C2CCCCC2)n[nH]c1=S	-3	-0.1	2	9	-4	-1	0	2	-0.8	89
33	COC(=O)c1cc2occc2n1Cc1ccc(Cl)cc1	5	0.2	7	0	-1	-2	-3	0	3.9	98
34	O=C(c1c[nH]c2ccccc12)N1CCN(Cc2ccccc2)CC1	-3	0.3	20	-10	2	-4	6	-3	0.5	101
35	O=C(CSc1nc(=O)n(CCN2CCOCC2)c2c1CCC2)Nc1ccc(OC(F)(F)F)cc1	-1	0.3	4	2	-33	-1	-3	8	-2.5	98
36	COc1ccc2c(Cl)c(C(=O)NCc3ccco3)sc2c1	-4	0.3	14	6	-13	0	-1	-6	2.2	97
37	NC(=O)C1CCN(C(=O)Cc2ccc([N+](=O)[O-])cc2)CC1	7	-0.1	-1	10	-6	1	1	1	0.2	98
38	CCCn1nc2cc(C(=O)NC3CCc4ccccc43)ccc2c1OCC (stereo unspecified)	-8	0.4	3	-4	-1	2	0	-5	-1.2	100
39	Cc1cnc(C(=O)OCC(=O)Nc2cccc(S(=O)(=O)N3CCCCC3)c2)cn1	-3	0.1	10	-3	1	1	1	2	-2.1	99
40	C[C@@H]1CN([C@H](C)CO)C(=O)CCCn2nncc2CO[C@H]1CN(C)Cc1cccc(O)c1	13	0.0	2	7	1	2	-2	-1	-2.9	97
41	O=C(COc1cccc(Oc2ccccc2)c1)Nc1ccc(SC(F)F)cc1	-10	0.6	-12	-6	3	6	-1	-16	2.2	97
42	COc1ccc(NC(=O)Nc2cccc3c2O[C@H](CN(C)C(=O)NC2CCCCC2)[C@@H](C)CN([C@H](C)CO)C3=O)cc1	-5	-0.1	4	0	1	-1	-8	-8	-0.4	89
43	O=S(=O)(Nc1cccc(Oc2ccc(Cl)cc2)n1)c1ccc(F)cc1	-7	-0.1	5	-3	5	1	-7	-4	4.1	104
44	CCCCn1c(=O)[nH]c(=O)c2c1nc(-c1ccccc1OC(F)F)n2C	6	0.1	4	-8	-11	4	3	-15	-2.1	98
45	COc1ccc(CCC(=O)Nc2ccc(S(=O)(=O)N3CCCC3)cc2)cc1OC	1	-0.2	3	12	2	1	8	-1	-0.5	95
46	O=C(NCC(=O)N(Cc1ccccc1)C(C(=O)NCC1CCCO1)c1ccccc1)c1cccs1 (stereo unspecified)	-10	-0.2	0	-3	-9	0	2	-6	-1.4	94
47	CN(C)S(=O)(=O)c1ccc(C(=O)Nc2ccnn2C2CCCCC2)cc1	-1	0.1	9	-11	-3	-3	-1	-3	-2.6	95
48	CCO[C@@H]1OC(C(=O)NCc2nc3ccccc3[nH]2)=C[C@H](c2cn(C(C)=O)c3ccccc23)[C@H]1CCCO	-4	2.1	20	-2	-3	1	1	-20	-0.3	95
49	O=S(=O)(Nc1ccc(Cl)cc1NS(=O)(=O)c1ccccc1)c1ccccc1	-1	0.0	-5	-10	7	-2	-36	-13	-0.6	99
50	O=C(CSCc1ccc(Cl)cc1)Nc1ccccc1C(=O)N1CCOCC1	-1	0.0	-4	-12	10	-1	-6	-11	-1.0	102
51	O=C(NC(=S)NCc1ccco1)c1ccccc1[N+](=O)[O-]	11	-0.2	2	10	.	1	-9	-10	0.0	99
52	CC1CCN(C(=O)CC(NC(N)=O)c2ccccc2Cl)CC1 (stereo unspecified)	0	0.0	4	4	-3	1	-9	-5	-0.9	92
53	COC(=O)C1=C(C)N(c2ccccc2)/C(=C/c2ccco2)C1=O	0	-0.1	-13	2	3	-3	22	-5	-1.6	103
54	Cc1cccc(C)c1-n1nnnc1C1c2ccccc2C(=O)N1CCCN1CCOCC1 (stereo unspecified)	2	0.0	.	.	.	.	1	-2	.	96
55	COc1ccc(N2CCN(C3CCCN(C(=O)c4ccoc4)C3)CC2)cc1 (stereo unspecified)	1	-0.1	10	1	2	0	3	-2	-0.7	98
56	CCOc1ccc(CN2CCN(CC3=Cc4cccc(OC)c4OC3)CC2CCO)cc1 (stereo unspecified)	5	1.0	6	4	1	-2	-3	-9	-2.1	98
57	O=C(N/N=C/c1ccccc1C(=O)O)c1cc(-c2ccc3c4c(cccc24)CC3)n[nH]1	-4	-0.2	-8	-1	-11	3	2	4	-1.6	98
58	COc1ccc(C2CC(c3ccc(OC)cc3O)=NN2C(=O)c2ccccc2)cc1 (stereo unspecified)	5	0.1	8	-6	-7	-4	-9	-7	0.0	96
59	C/C(O)=c1/ccc2cccc3nc(C)nc1c23	-4	0.6	12	6	.	15	21	-2	-1.4	109
60	Cc1cnc(C(=O)N(c2ccc(N3CCOCC3)cc2)C2C(=O)Nc3ccccc3N=C2c2ccc3c(c2)OCO3)cn1 (stereo unspecified)	1	0.9	.	.	.	-1	-4	-8	.	95

The results go on:
#	structure	ABHD5 PLIN5 PPI	aDG glyco up	MC4R antag cAMP	TLR9-MyD88 block	Vif imaging	Glyco luc inh	Granule exo inh	NOD2 RIPK2 PPI	MC4R ag barr	ABCB6 inh MLPCN
61	CCOc1ccc(NS(=O)(=O)c2cc(OCC(N)=O)c(C)cc2Cl)cc1	20	-0.2	-3	-11	8	-5	4	1	0.5	101
62	Cc1ccc(-n2c(SCC(=O)N3CCCCC3)nc(O)cc2=O)cc1	4	0.0	5	-13	-4	3	-2	-17	-1.4	102
63	COC(=O)c1ccccc1NC(=S)NC(=O)c1ccc(C)cc1	4	0.1	-9	6	6	10	-2	2	1.4	102
64	CC(=O)Nc1ccc2ccccc2c1[N+](=O)[O-]	-4	0.1	-1	-3	18	2	-11	-1	-1.5	103
65	CCNC(=O)NCCNC(=O)c1cc(OCC(F)(F)F)ccc1OCC(F)(F)F	4	-0.4	9	-7	12	4	-9	1	-1.9	103
66	O=C(CCCN1C(=O)/C(=C\c2ccccc2)SC1=S)Nc1ccc(C(=O)O)cc1	6	0.3	8	-10	7	-1	2	-15	-0.4	102
67	CC(C)c1ccc(NC(=O)Nc2nnc([C@@H]3C[C@H](O)[C@@H](CO)O3)s2)cc1	0	0.0	3	.	4	0	0	-18	1.9	79
